Screening results deposited in PubChem BioAssay by several laboratories.
MBD2 inh: MBD2-methylated oligo binding inhibition. Q9UBB5. TR-FRET, MBD2 binding to methylated oligonucleotide. inhibition, % at 4.4 µM. 370,000 tested, 0.31% active; in the data active = inhibition above about 13%
Target sequence (Q9UBB5 whole entry, looked up): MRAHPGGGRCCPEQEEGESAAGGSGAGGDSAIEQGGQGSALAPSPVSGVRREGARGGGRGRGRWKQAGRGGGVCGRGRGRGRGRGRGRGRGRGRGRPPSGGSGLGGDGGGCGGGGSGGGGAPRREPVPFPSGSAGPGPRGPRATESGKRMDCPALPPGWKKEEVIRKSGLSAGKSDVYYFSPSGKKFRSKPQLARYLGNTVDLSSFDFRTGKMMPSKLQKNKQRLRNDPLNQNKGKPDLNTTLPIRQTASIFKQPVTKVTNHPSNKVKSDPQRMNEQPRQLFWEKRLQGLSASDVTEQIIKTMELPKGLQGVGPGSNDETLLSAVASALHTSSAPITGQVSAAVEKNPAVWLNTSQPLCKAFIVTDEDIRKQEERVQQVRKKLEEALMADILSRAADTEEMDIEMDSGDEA
PRMT1 FP inh: PRMT1 (human) inhibition, primary screen; inhibition, % at 2.79 µM; recombinant PRMT1, activity-based probe fluorescence polarization; 370,000 tested, 1.3% active;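 active = inhibition above about 21% made by adding two undisclosed values, limit read from the data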
Target sequence (Q99873 whole entry, looked up): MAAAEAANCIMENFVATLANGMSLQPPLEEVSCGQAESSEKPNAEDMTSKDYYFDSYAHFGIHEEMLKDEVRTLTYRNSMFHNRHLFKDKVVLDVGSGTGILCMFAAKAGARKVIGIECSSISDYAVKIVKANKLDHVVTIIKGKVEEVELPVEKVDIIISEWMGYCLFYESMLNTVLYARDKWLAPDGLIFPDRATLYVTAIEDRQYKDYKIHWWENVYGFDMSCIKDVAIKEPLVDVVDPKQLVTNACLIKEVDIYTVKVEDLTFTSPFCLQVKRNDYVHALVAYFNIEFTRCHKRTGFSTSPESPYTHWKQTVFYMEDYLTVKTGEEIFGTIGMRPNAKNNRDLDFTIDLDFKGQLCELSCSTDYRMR
HTRA1 inh: blocks human HTRA1 serine peptidase. inhibition, % at 5.96 µM. AID 504803. 340,000 tested, 0.5% active. recombinant HTRA1, FP-rhodamine activity-based probe, fluorescence polarization. Q92743; in the data active = inhibition above about 36%;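 also: 0% = enzyme with DMSO and 100% = wells lacking enzyme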
SIAE inh: blocks human sialic acid acetylesterase; inhibition, % at 9.66 µM; Q9HAT2; 370,000 tested, 0.69% active; SIAE FP-Rh probe binding, fluorescence polarization;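 active = inhibition above a cutoff: mean of compounds within the control limits plus 3 SD of those, cut at about 17% in these data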;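 also: 0% = plate median of compound wells and 100% = probe without SIAE protein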
UHRF1 binding: blocks human UHRF1 binding to methylated DNA. UHRF1 binding to methylated oligo, TR-FRET. inhibition, % at 4.4 µM. 370,000 tested, 0.75% active. AID 687016; in the data active = inhibition above about 21%;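 also: UHRF1 SRA domain binding a hemimethylated CpG hairpin DNA probe; 0% = median of test compound wells and 100% = reference inhibitor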
NPR1 activator: GC-A (human) enzyme activation; P16066; HEK293 GC-A cells, cGMP TR-FRET, EC30 ANP; 0% at EC30 ANP, 100% saturating ANP; activation, % at 10 µM; 370,000 tested, 0.14% active; in the data active = activation above about 40%
TCR-CD3 inh: human TCR-CD3 binding inhibition; TAMRA-labeled TCR probe fluorescence, biochemical; inhibition, % at 9.4 µM; 360,000 tested, 0.37% active; AID 651800; in the data active = inhibition above about 19%;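 also: recombinant mutant TCR 2C K166C tagged with TAMRA read by polarization; 0% = receptor in buffer alone and 100% = receptor with positive control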
GC-B act: GC-B (human) receptor activation. P20594. HEK293-GC-B cells, CNP EC30, cGMP TR-FRET; 0% at EC30 CNP, 100% saturating CNP. activation, % at 10 µM. 370,000 tested, 0.11% active. AID 1920062;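 active = activation at 10 µM reaching about 35% in either raw or pattern-adjusted values, limit read from the data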
rCAG RNA binder: binds r(CAG) RNA repeats; 370,000 tested, 1.3% active; inhibition, % at 3 µM; r(CAG) RNA repeat, TO-PRO-1 dye displacement fluorescence; AID 651821;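 active = inhibition above the plate cutoff, the mean of all test compounds on that plate plus 3 SD, cut at about 35% in these data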;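 also: 0% = DMSO alone and 100% = 100 µM mitoxantrone as full dye displacement; higher means more dye released from RNA so lower well fluorescence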
mABHD4 FP: inhibitors of mouse ABHD4. Q8VD66. purified mABHD4, FP-Rh probe fluorescence polarization. inhibition, % at 8.92 µM. 370,000 tested, 0.54% active. AID 720543;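 active = inhibition exceeding the mean over every tested compound plus 3 SD, cut at about 30% in these data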;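 also: 0% = plate median of compound wells and 100% = S159A mutant with DMSO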
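Assay system: wild-type mouse ABHD4 protein; compound: single nominal dose of 8.92 µM, 0.89% DMSO final; schedule: 45 min + 60 min at 25 °C; measured by: FP readout, ex 525 nm / em 598 nm; evaluation: % inhibition of FP-Rh probe binding versus controls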
Numbers without * were called inactive; · = no result given. Only part of the results is shown; rates above refer to the full screens.

structure,PRMT1 FP inh,UHRF1 binding,MBD2 inh,GC-B act,mABHD4 FP,rCAG RNA binder,SIAE inh,TCR-CD3 inh,HTRA1 inh,NPR1 activator
Cc1ccc(C(=O)N2CCN(c3cccc(C)c3C)CC2)o1,-4,2,0,-2,2,-9,2,33*,-7,1
COc1ccccc1N1C(=O)c2cccc3c(Cl)ccc(c23)C1=O,6,3,3,8,4,-1,-7,-9,-3,2
NCc1cc2c3c(c1)CCCN3CCC2,14,16,18*,0,9,0,4,1,5,7
CC(C)CCn1c(O)c(N=Nc2ccccn2)c2ccccc21,-1,-4,-9,-2,-4,2,-3,1,-27,-3
COc1ccc(CNC(=O)CCc2cc(OC)c(OC)c(OC)c2)cc1,-1,0,0,-1,3,0,-10,8,-1,3
O=C(O)c1cnn(-c2nc(-c3ccc(Cl)c(Cl)c3)cs2)c1C(F)(F)F,6,-1,5,5,-50,64*,-14,1,-60,20
CCOc1c(Br)cc(C(N)=O)cc1OC,1,2,-1,4,4,-2,1,0,0,5
O=C(CN1C(=O)NC2(CCCCC2)C1=O)N1CCN(S(=O)(=O)/C=C/c2ccccc2)CC1,0,-3,-6,-10,1,2,4,-1,-3,-1
COc1ccccc1C(CNC(=O)C1CCN(C(=O)Nc2ccccc2)CC1)N1CCCC1 (stereo unspecified),1,-1,-3,3,4,0,4,-8,-4,1
O=C(Nc1ccc(F)cc1)c1cc2cc(Cl)ccc2[nH]1,1,-1,5,-3,-33,1,-29,0,-22,0
COCCNCCCOc1ccc(C(C)(C)c2ccccc2)cc1,2,2,4,-1,18,-3,5,-1,-2,6
COC(=O)c1ccc(OCC(=O)Nc2ccccc2C(=O)NC2CC2)cc1,2,0,2,7,3,4,-5,-3,-3,-1
CCN(CC)C(=S)NC(=O)Cc1ccccc1,0,0,5,1,4,-1,1,-1,1,2
COc1ccc([C@H]2CC(=O)C[C@@H](CCn3cc(CCc4ccccc4)nn3)O2)cc1,-1,3,3,-3,0,0,-6,1,·,-9
Cc1ccccc1NC(=O)c1ccc(F)c(S(=O)(=O)NCC2CCCO2)c1 (stereo unspecified),4,6,-1,1,-7,7,6,-4,1,5
CCC1(CC)C(=O)NC(=O)NC1=Nc1cccc(OC)c1,1,1,2,4,5,-1,-4,2,-1,0
COC(=O)[C@@]1(Cc2ccc(OC)cc2)[C@H]2c3cc(C(=O)N4CCCC4)n(C[C@H](O)CO)c3C[C@H]2CN1C(=O)c1ccccc1,0,-1,2,-2,5,-3,-2,-3,·,0
CCc1ccc(C(=O)NNC(=O)[C@H](C)NC(=O)c2ccco2)cc1,-5,2,-4,-6,-7,4,-2,-4,-3,-1
O=C(c1cccs1)N1CCN=C1SCc1ccccc1F,1,1,-6,4,3,-3,4,-3,-6,3
CCOc1ccc(C2CC(c3cccc(C)c3)n3ncnc3N2)cc1 (stereo unspecified),0,0,-2,-1,3,0,2,9,-14,0
COc1cc(OC)c(NC(C)C(=O)N2CCCC2)cc1Cl (stereo unspecified),3,-2,4,1,-3,0,-8,1,12,1
Cc1ccccc1N(CC(=O)N/N=C/c1ccc(N(C)C)cc1)C(=O)c1ccccc1,-1,-4,2,4,4,0,8,4,-8,-1
Cc1ccc(COC(=O)CN2C(=O)NC3(CCCC3)C2=O)cc1,2,42*,2,-3,5,1,-6,-1,4,-1
O=C(NCC(c1ccco1)N1CCc2ccccc2C1)c1ccc(Br)cc1 (stereo unspecified),1,-2,-9,0,-1,8,-2,2,-21,0
COC(=O)/C=C\C(=O)Nc1cccc([N+](=O)[O-])c1,92*,0,-3,16,5,6,4,7,-3,23
O=C(Nc1ccc(F)cc1)C(c1ccccc1)N1CCN(S(=O)(=O)c2ccc3ccccc3c2)CC1 (stereo unspecified),3,0,-6,5,-26,18,-27,3,-50,2
COCCN(Cc1cc2cc(C)ccc2n2nnnc12)C(=S)Nc1ccccc1C,-5,0,3,-1,0,-2,1,7,-3,4
Cc1[nH]c(C)c(S(=O)(=O)NCc2ccc(F)cc2)c1C(=O)N1CCCCC1,-3,-2,-2,-7,-1,-1,-3,5,-6,2
CC1CN(C(=S)NC(=O)c2ccccc2)CC(C)O1 (stereo unspecified),-3,-3,-1,-4,-9,0,-4,1,-9,-1
OC(COc1c(F)cc(Br)cc1F)CN1CCN(c2ccc(F)cc2)CC1 (stereo unspecified),4,2,-3,3,7,-7,4,-4,-10,1

Reprinted at random: two entries already listed
structure,PRMT1 FP inh,UHRF1 binding,MBD2 inh,GC-B act,mABHD4 FP,rCAG RNA binder,SIAE inh,TCR-CD3 inh,HTRA1 inh,NPR1 activator
O=C(O)c1cnn(-c2nc(-c3ccc(Cl)c(Cl)c3)cs2)c1C(F)(F)F,6,-1,5,5,-50,64*,-14,1,-60,20
CCN(CC)C(=S)NC(=O)Cc1ccccc1,0,0,5,1,4,-1,1,-1,1,2

Next compounds follow.
structure,PRMT1 FP inh,UHRF1 binding,MBD2 inh,GC-B act,mABHD4 FP,rCAG RNA binder,SIAE inh,TCR-CD3 inh,HTRA1 inh,NPR1 activator
O=C(Nc1ccccc1)c1ccccc1NC(=O)[C@H]1CCCC[C@H]1C(=O)O,-1,2,-1,-3,3,2,-4,-1,-1,-6
COC(=O)COc1ccc(S(=O)(=O)NCc2ccc3c(c2)OCO3)cc1C,-1,-2,-5,5,-4,-5,5,-1,2,0
COc1ccc(CC(=O)N/N=C/c2cccnc2)cc1OC,1,-2,-1,1,-3,-6,2,1,3,-3
O=c1[nH]c(=S)[nH]nc1Cc1ccccc1,3,3,-1,1,-2,-3,3,-7,-2,-2
Cc1ccc(S(=O)(=O)N2CCN(C(=O)c3ccccc3OCc3c(C)noc3C)CC2)cc1,-3,-1,-1,-4,6,1,-4,7,9,-8
O=C(NCCCN1CCOCC1)C1(c2ccccc2)CCOCC1,2,0,-4,0,0,2,-4,0,5,3
CCCC(=O)NC(c1ccc(N(C)C)cc1)c1ccc2cccnc2c1O (stereo unspecified),0,-5,4,-1,16,0,10,-11,35,1
NS(=O)(=O)c1cccc(NC(=O)COC(=O)C2CCN(S(=O)(=O)c3cccs3)CC2)c1,8,4,4,3,-13,10,-6,-4,-5,1
O=C(c1cccc(Cl)c1)N1CCn2c1nc1ccccc12,2,-2,2,7,4,-2,0,-7,4,-2
CN(CC(=O)Nc1ccc(F)cc1)C(=O)CN1C(=O)NC2(CCCC2)C1=O,5,1,3,8,3,-3,-4,-3,-7,2
CCOC(=O)c1c(NC(=O)C(C)Sc2cn(C)c3ccccc23)sc2c1CCC2 (stereo unspecified),0,-2,-1,3,0,5,2,-3,7,-7
CN(CCC#N)C(=O)COC(=O)c1ccc2[nH]c3c(c2c1)CCCC3,-2,0,1,1,2,-2,4,8,·,2
O=C(CNS(=O)(=O)c1ccccc1)N/N=C/c1ccncc1,1,-1,-6,-2,2,3,0,7,-1,1
Fc1ccccc1-c1nc(N2CCCCC2)c2ccccc2n1,0,3,3,-6,2,-1,-5,28*,-10,-2
Cc1ccc(S(=O)(=O)NC(=O)ON=Cc2ccc3c(c2)OCO3)cc1,-1,-1,-4,4,6,3,0,7,·,1
COc1cc(NC(=O)CCN2CCN(C/C=C/c3ccccc3)CC2)cc(OC)c1,1,-1,-2,-6,3,-4,-6,-1,0,-7
CC1(C)Oc2ccc(C(=O)N3CCCCC3)cc2N(CC(=O)NCc2ccccc2)C1=O,1,1,-4,0,4,0,3,-2,-2,0
Cc1ccc(CNC(=O)CCCNS(=O)(=O)c2cccc3nonc23)cc1,-1,-2,-2,-1,3,-4,4,3,-1,-1
COc1cc(C(=O)OCC(=O)NC2CCS(=O)(=O)C2)ccc1OCc1c(C)noc1C (stereo unspecified),1,0,3,4,-2,-6,5,-5,6,-6
CCOc1ccccc1Nc1nnc(SCC(=O)NC2CC2)s1,3,1,-7,-5,4,1,0,5,1,0
O=C1/C(=N\S(=O)(=O)c2cccs2)C([n+]2ccccc2)=C([O-])c2ccccc21,-3,6,-1,-3,-1,2,3,3,9,1
C=CCN(c1ccccc1C(=O)NCC(=O)O)S(=O)(=O)c1ccc(C)cc1,-3,-1,0,2,10,3,-1,6,-6,4
COc1ccccc1CNC(=O)c1cc(C2CC2)nc2c1cnn2C(C)C,-4,2,3,17,-13,-2,1,-6,-26,13
O=C(Nc1ccccc1Cl)C1C2CCCCC21 (stereo unspecified),-1,-1,2,6,-1,-3,1,5,1,-3
CCC(CC)C(=O)N1CCN(c2ccccc2)CC1,0,-1,-1,3,3,-2,3,7,2,1
Cc1[nH]c2ccccc2c1CCC(N)=O,-2,-4,-7,1,-3,2,-2,4,4,1
COc1ccc(OC(F)(F)F)cc1CC1(C)C(=O)Nc2cccc(Cl)c21 (stereo unspecified),-1,-2,1,-9,-6,-1,-4,1,·,-15
CC(=O)C1=C(C)NC(C)=C(C(C)=O)C1c1cn(-c2ccccc2)nc1-c1cccs1,3,2,-3,-20,-19,9,0,6,-38,-11
COc1ccc(-c2cc(C(F)(F)F)nc(SCC(=O)N3CC(C)OC(C)C3)n2)cc1OC (stereo unspecified),-1,-1,4,5,2,2,-4,-3,4,8
CCOC(=O)C1C(c2ccc(O)c(OC)c2)NC(=O)NC1(O)C(F)(F)F (stereo unspecified),0,-2,1,5,2,1,7,3,-2,1

Two successive compounds out of the list so far, quoted:
structure,PRMT1 FP inh,UHRF1 binding,MBD2 inh,GC-B act,mABHD4 FP,rCAG RNA binder,SIAE inh,TCR-CD3 inh,HTRA1 inh,NPR1 activator
O=C(c1cccc(Cl)c1)N1CCn2c1nc1ccccc12,2,-2,2,7,4,-2,0,-7,4,-2
CN(CC(=O)Nc1ccc(F)cc1)C(=O)CN1C(=O)NC2(CCCC2)C1=O,5,1,3,8,3,-3,-4,-3,-7,2
